# SR-BI uptake up = enhances SR-BI lipid uptake from DiI-HDL. AID 504775. hit rate 0.096% among 320,000. CHO ldlA[mSR-BI] cells, DiI-HDL uptake fluorescence, 3 h; 100 = double the neutral-control signal. activation, % at 12.5 µM;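 active means mean replicate activation of at least 60% and every replicate at or above 60%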;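 further: 0% = median plate neutral-control signal and 100% = twice that signal; values of inactives mirror those of a sister screen read the other way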
#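 System: LDL receptor-deficient CHO ldlA cells overexpressing murine SR-BI | Timing: 3 h uptake period with compound, 37 °C | Medium: HEPES-buffered (25 mM, pH 7.4) F12 plus 0.5% BSA | Dosing: Single-point compound dose | Signal: Bottom-read fluorescence, 550/595 nm | Read-out: Retained DiI signal reflecting DiI-HDL uptake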
# Keap1 Nrf2 FP = inhibitors of human Keap1-Nrf2 protein-protein interaction | Keap1 Kelch-Nrf2 peptide fluorescence polarization, 1536-well | inhibition, % at 9.4 µM | hit rate 0.15% among 340,000 | AID 504523; in the data active means inhibition above about 12%;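 further: human Keap1 Kelch domain with fluorescein labeled Nrf2 9mer peptide probe; 0% = neutral control wells and 100% = peptide positive control; higher means more block of Keap1 binding to Nrf2 peptide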
# DAGLB inh = blocks human DAGLB lipase activity; HEK293T DAGLB membrane lysate, EnzChek fluorogenic substrate; AID 504411; hit rate 0.059% among 340,000; inhibition, % at 5.17 µM; in the data active means inhibition above about 34%;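 further: 0% = enzyme with vehicle and 100% = wells lacking enzyme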
# CAL PDZ FP-1 = inhibitors of human CAL PDZ peptide binding; hit rate 0.02% among 330,000; inhibition, % at 20 µM; AID 504414; purified CAL PDZ, TMR-peptide fluorescence polarization, 1 h; Q9HD26;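 active means highest replicate inhibition of at least 40%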;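 further: plate controls were DMSO neutral control wells for no effect and unlabeled competitor peptide control wells for full effect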
#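 Read-out basis: mP drop reported as inhibition | Assay system: Tagged CAL PDZ protein CerCALP, purified | Benchmarks: Unlabelled peptide for full inhibition, DMSO wells as neutral | Schedule: 1 h incubation at room temperature before polarization reading | Buffer or medium: Sodium phosphate/NaCl buffer pH 7.4 with TCEP, IgG, Thesit | Doses: Single point, 20 µM | Measured by: Fluorescence polarization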
# cardiac RTF act = increases calcium sensitivity of human cardiac regulated thin filaments | IANBD-labeled TnC RTF fluorescence at EC20 calcium; 0% EC20 calcium, 100% full calcium | P19429+P45379 | activation, % at 7.2 µM | hit rate 0.24% among 340,000 | AID 493008;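 active means activation above the mean over all tested compounds plus 3 SD, cut at about 30% in these data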;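 further: rise in fluorescence read as greater calcium sensitivity of cardiac thin filaments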
# RTF Ca sens inh = cardiac RTF calcium desensitization. IANBD-labeled cardiac RTF, Ca2+ fluorescence. inhibition, % at 7.15 µM. hit rate 0.12% among 340,000. AID 493244;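 active means inhibition above the mean inhibition of all tested compounds plus 3 SD, cut at about 17% in these data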;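 further: assay run at fixed EC70 calcium of 1.6 mM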
# CAL PDZ FP-2 = blocks peptide binding to the human CAL PDZ domain; hit rate 0.92% among 300,000; purified CAL PDZ, TMR-peptide fluorescence polarization, 1 h; inhibition, % at 24.9 µM; AID 602252; Q9HD26;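 active means mean inhibition of at least 30% with at least half of replicates also reaching 30%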;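 further: 0% = DMSO neutral control and 100% = excess unlabeled competitor peptide PRC23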
# PKA-R2B activ = activates the human PKA-R2B holoenzyme complex. P22694+P31323. PKA-R2B holoenzyme dissociation, Cy5-IP20 fluorescence polarization; R2B truncated from residue 108, S112A mutant; 0% DMSO only, 100% 113 µM cGMP. activation, % at 11.4 µM. hit rate 0.079% among 340,000;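 active means activation above a cutoff set at the mean over all compounds plus 3 SD, cut at about 18% in these data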;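 further: higher means more holoenzyme dissociation and a rise in polarization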
# Target sequence (P31323 whole entry, looked up, other chains not shown, the tested form may be a part): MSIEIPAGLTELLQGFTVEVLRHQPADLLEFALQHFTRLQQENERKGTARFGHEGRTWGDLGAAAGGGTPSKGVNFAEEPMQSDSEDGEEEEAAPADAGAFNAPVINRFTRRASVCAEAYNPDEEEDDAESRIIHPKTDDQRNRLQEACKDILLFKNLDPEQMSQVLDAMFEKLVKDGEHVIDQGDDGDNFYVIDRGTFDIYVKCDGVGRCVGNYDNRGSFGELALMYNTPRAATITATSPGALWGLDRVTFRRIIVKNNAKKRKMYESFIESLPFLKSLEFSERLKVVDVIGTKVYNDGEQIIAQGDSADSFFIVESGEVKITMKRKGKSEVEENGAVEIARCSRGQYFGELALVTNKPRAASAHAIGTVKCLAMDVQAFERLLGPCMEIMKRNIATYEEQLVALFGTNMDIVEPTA
# LANA DNA inh = KSHV C-LANA DNA binding inhibition. MBP-C-LANA/FAM-LBS DNA binding, fluorescence polarization. hit rate 0.078% among 340,000. inhibition, % at 9 µM;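 active means highest replicate inhibition at or above 60% at 9 µM, even if other replicates fall short; inactive means all replicates below 60% inhibition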;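 further: 0% = neutral control wells and 100% = 4 µM acridine orange control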
# Rtt109 HAT inh = inhibitors of Candida albicans Rtt109/Vps75 histone acetyltransferase. purified Rtt109/Vps75, ThioGlo CoA-SH fluorescence, 4 h. inhibition, % at 34.9 µM. hit rate 0.16% among 330,000. AID 540336;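 active means inhibition of at least 50% in every replicate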
# Target sequence (Q5AAJ8 whole entry, looked up): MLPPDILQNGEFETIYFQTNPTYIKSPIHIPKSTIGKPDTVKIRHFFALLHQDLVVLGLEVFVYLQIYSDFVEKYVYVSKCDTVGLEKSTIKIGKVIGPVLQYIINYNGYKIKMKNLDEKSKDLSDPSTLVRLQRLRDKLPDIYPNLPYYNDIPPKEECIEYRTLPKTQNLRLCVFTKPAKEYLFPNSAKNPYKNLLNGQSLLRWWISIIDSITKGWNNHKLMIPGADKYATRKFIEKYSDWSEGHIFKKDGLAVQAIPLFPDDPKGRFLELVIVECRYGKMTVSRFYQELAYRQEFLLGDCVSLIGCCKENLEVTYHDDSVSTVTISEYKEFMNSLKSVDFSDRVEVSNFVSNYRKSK
# Active calls of the source: *; / = not tested or not shown. Rows were taken by chance. About 1.6% of those tested had a hit in this group.
SMILES,SR-BI uptake up,Keap1 Nrf2 FP,DAGLB inh,CAL PDZ FP-1,cardiac RTF act,RTF Ca sens inh,CAL PDZ FP-2,PKA-R2B activ,LANA DNA inh,Rtt109 HAT inh
NC1=NC[C@H](Cc2ccc(O)cc2)N1CC1CCCCC1,-27.2,3.5,0.9,-0.3,9.4,-1.7,-0.6,4.5,0.3,8.3
CCN(CC)C(=O)CSc1nc2c(sc(=S)n2-c2ccccc2)c(=O)n1-c1ccc(OC)c(OC)c1,-5.4,-1.3,0.5,-3.5,-2.3,-10.4,-2.7,-5.2,-1.4,-0.8
O=C(COc1ccccc1Cl)Nc1cc(Cl)ccc1O,3.0,0.7,-0.5,0.1,2.0,-0.6,-1.8,-4.1,0.3,-0.2
Cc1cc(C)c(S(=O)(=O)N2CCOC2CNC(=O)C(=O)NCCc2c[nH]c3ccccc23)c(C)c1 (stereo unspecified),196.4*,-4.9,-0.5,-0.7,-1.9,1.7,/,2.8,0.9,10.0
Cc1ccc(S(=O)(=O)N(C)CC(=O)OCC(=O)NC(=O)Nc2ccc3c(c2)OCCO3)cc1,36.3,-6.1,-0.6,-2.8,6.7,-1.8,-0.1,6.0,1.1,6.1
Cc1[nH]c(=O)[nH]c(=O)c1S(=O)(=O)N1CCN(c2ccccc2)CC1,-0.3,4.9,-0.4,-2.9,-8.6,5.8,-0.1,-0.9,-0.8,0.9
COc1ccccc1N1C(=O)c2ccc(C(=O)Nc3ccccc3O)cc2C1=O,-2.5,-5.2,1.1,-1.0,1.2,-4.1,-4.2,6.0,1.0,6.9
O=C(O)c1cc2c(=O)c3ccccc3oc2nc1C(F)(F)F,18.3,-4.3,-0.3,/,1.0,-8.4,-1.0,10.2,-1.0,-12.5
CCOC(=O)CSc1nc(C)cc(C)n1,30.2,-0.8,-1.6,0.5,-2.1,-1.4,/,8.7,0.4,-10.1
COc1ccc(N2C3=C(CC4=C2CCCC4=O)C(=O)CCC3)cc1,/,1.8,10.5,-1.0,-7.8,4.8,-3.0,-8.2,0.3,12.5
CCCn1nc(C(=O)NCC(C)(C)N2CCOCC2)c2ccccc2c1=O,/,3.5,-0.9,-1.6,1.9,-6.6,1.2,-14.9,-1.1,-3.1
COc1ccccc1N1CCN(C(=O)c2cc(-c3ccc4c(c3)OCO4)on2)CC1,-29.1,-0.8,-2.5,-0.2,-5.1,-1.4,/,2.9,-0.3,14.7
N/C(CS(=O)(=O)c1ccccn1)=N\OC(=O)c1ccc(Cl)cc1,3.8,-0.9,-2.4,-0.8,-2.4,2.1,-0.1,-7.4,-0.6,-8.4
CC12CCC(=O)N1C(C(=O)Nc1cc(C(F)(F)F)ccc1N1CCOCC1)CS2 (stereo unspecified),1.4,-0.3,0.3,-2.8,-7.2,-2.9,-7.2,-7.2,0.0,5.3
NC(=O)C1C2CCC(C2)C1C(N)=O (stereo unspecified),25.4,-1.4,-0.4,1.0,-8.6,-0.9,-0.7,-8.4,-2.1,0.8
CCCN1CCN(CCCNC(=O)Cn2nc(C)n3c(cc4cc(OC)ccc43)c2=O)CC1,-10.1,-1.2,1.4,-2.4,3.6,-7.8,-3.4,-7.1,-0.3,1.8
Cc1cccc(NC(=O)CNC(=O)COC(=O)C2CC2C)c1C (stereo unspecified),5.4,1.8,2.6,-1.1,-5.2,-2.3,1.3,-9.3,0.9,-1.8
Cc1ccc([C@@H]2[C@@H]3C(=O)N(C)C(=O)[C@@H]3[C@]3(Cc4ccccc4)C(=O)N(Cc4ccccc4)CC(=O)N23)o1,1.9,-4.0,-1.3,-0.3,2.6,-6.0,-2.8,-1.2,-0.6,-4.9
O=C(Cn1c(-c2ccccc2)c[n+]2ccsc12)c1ccccc1,9.2,-6.1,2.5,1.2,4.2,-10.4,/,-3.6,1.7,6.5
Cc1cc([N+](=O)[O-])ccc1Nc1nc2ccccc2n2cnnc12,-0.6,1.4,-0.9,-0.4,-2.9,-5.1,-10.3,2.6,-1.1,3.4
Cc1nnc(NC(=O)C2CCCN(c3ncccn3)C2)s1 (stereo unspecified),13.7,-6.9,-0.6,0.6,0.6,-1.3,-3.0,-7.8,1.3,-2.4
Cc1cc(C)n(CCCNC(=O)CCNS(=O)(=O)c2ccccc2C(F)(F)F)n1,-0.4,-0.7,2.2,-0.1,0.9,-1.1,-5.2,-5.2,-1.4,-3.0
Cn1nnnc1SCC(=O)N1c2ccccc2CCc2ccccc21,-11.5,1.1,-3.0,-0.3,-1.6,2.1,-4.5,-3.4,-0.5,15.7
COc1cc(/C=N/NC(=O)c2cccc(N3CCCC3=O)c2)ccc1O,-58.8,-8.5,1.3,-0.1,12.8,-40.6,-1.2,0.5,-1.7,2.7
CCc1ccc(NC(=O)CSc2ccc(-c3ccco3)nn2)cc1,39.6,-4.3,-0.1,0.1,4.9,-4.4,-2.1,-10.1,-0.5,0.5
# The list goes on.
SMILES,SR-BI uptake up,Keap1 Nrf2 FP,DAGLB inh,CAL PDZ FP-1,cardiac RTF act,RTF Ca sens inh,CAL PDZ FP-2,PKA-R2B activ,LANA DNA inh,Rtt109 HAT inh
Cc1cc([N+](=O)[O-])nn1CC(=O)NCCCn1ccnc1,0.2,1.0,2.9,-2.8,-4.4,-35.9,-0.5,-6.1,-1.5,-7.8
COc1ccc(CN2CCC(n3nccc3NC(=O)C3CC3)CC2)c(Cl)c1OC,9.2,-4.8,-0.2,0.0,-2.2,-2.5,-6.8,3.6,3.5,-11.4
O=C(COC(=O)C12CC3CC(CC(C3)C1)C2)NCCCc1ccccc1,4.7,-0.1,-9.5,-2.1,-4.2,5.9,-2.6,6.6,1.2,9.8
O=C(CN(Cc1ccc(Cl)cc1)C(=O)c1csnn1)NCc1ccc(F)cc1,-21.5,1.5,-0.9,-2.8,1.0,1.0,-4.6,-10.8,-0.5,-12.3
Cc1cc(NC(=O)CSc2nc3ccsc3c(=O)n2NC(=O)c2ccccc2)no1,8.9,1.8,-2.3,0.3,-0.3,-4.5,/,-8.1,2.0,-3.4
Cc1cc(C)cc(C(=O)N2CC(C)SC2=Nc2cccc(S(=O)(=O)N(C)C)c2)c1 (stereo unspecified),-10.5,1.7,-5.7,-0.7,3.9,4.9,-0.3,-8.4,-1.0,-7.2
CC(C)=CCc1c(O)cc2c(=O)c3ccc(O)cc3oc2c1O,2.0,-0.3,-3.3,-0.7,-1.0,0.3,-0.8,1.2,1.6,4.1
O=C(NCCS(=O)(=O)NCc1ccc(Cl)cc1)c1ccccc1,10.4,-4.3,-1.4,-2.4,5.2,-2.7,0.0,4.9,-0.4,-35.1
COc1ccc(C(=O)CSC#N)cc1OC,21.0,1.1,-3.5,0.3,0.8,-1.5,-0.7,-10.8,1.4,-9.3
Cn1nc(-c2ccccn2)nc2c(=O)n(C)c(=O)nc1-2,13.7,-15.7,-24.0,-0.2,2.4,0.6,-1.7,-3.5,9.5,6.3
COC(=O)c1ccc(C(=O)OC)c(NC(=O)CSc2nc(-c3ccco3)cc(C(F)(F)F)n2)c1,-3.2,1.0,-1.2,-1.6,3.9,-3.2,-2.8,5.2,2.2,-10.9
Cc1[nH]c(=O)c(C#N)c(C)c1Cl,3.8,-4.7,1.2,-0.8,16.1,-0.6,-4.3,5.7,-0.4,-2.7
CCN(CC)CCNC(=O)c1cn(CC)c2ccc(S(=O)(=O)N3CCc4ccccc4C3)cc2c1=O,7.4,-5.7,-5.6,-4.6,-6.6,-5.8,-1.1,-5.5,-0.1,8.8
O=C(CS(=O)CC(=O)Nc1cccnc1)Nc1ccc(F)cc1 (stereo unspecified),3.4,-4.4,0.9,-1.5,0.0,-0.5,-4.8,-4.8,0.2,-1.1
COc1ccc(-c2noc(CCC(=O)NCc3cccnc3)n2)cc1OC,6.3,-4.5,-2.6,-1.0,7.7,-7.3,6.7,0.4,-0.1,-1.8
CCn1c(SCC(=O)Nc2ccc(OC)cc2)nnc1-c1ccco1,-9.5,-0.1,0.8,-1.6,1.0,-10.3,9.7,7.6,-0.3,1.1
COC(=O)C1=C(C(=O)OC)[C@@H]2N(C)c3ccccc3[C@@]23C[C@@H](C(=O)OC)N(C(=O)COCc2ccccc2)C3=N1,12.1,0.3,-1.0,0.2,-3.5,5.8,-2.4,-9.6,-0.5,10.1
COCCNC(=S)N/N=C(\C)c1ccc2cc(OC)ccc2c1,-58.9,-1.5,-1.3,-0.7,8.2,-0.4,-3.7,-4.3,-0.6,4.5
COc1ccc(/C=C2/S/C(=N/N=C3\CC4CCC3(C)C4(C)C)NC2=O)cc1 (stereo unspecified),7.9,1.8,-2.2,-0.4,-5.5,-9.1,/,0.7,-0.5,0.2
COc1cccc(C(=O)N2CCN(C(=O)C3CC3)CC2)c1,12.8,-4.3,-1.4,-2.7,-3.1,-5.3,-2.0,-5.3,-0.4,-8.1
CC1CCCCC1NCC#CCOc1ccc(Cl)cc1 (stereo unspecified),30.6,-6.6,-0.3,-0.4,1.0,2.0,/,1.6,0.8,5.8
COC(=O)[C@@H]1C[C@H]2CC[C@H](O)C[C@H]2N1Cc1ccc(N2CCN(C)CC2)cc1,-2.0,6.0,-0.6,0.7,-5.7,-7.0,-3.2,0.1,1.5,8.0
Cc1cccc(C(=O)N2CCCC(N3CCN(c4ccccc4F)CC3)C2)n1 (stereo unspecified),-16.2,-0.7,2.9,0.5,-2.8,-4.8,-2.8,6.2,-1.0,-0.5
COC(=O)C(C(=O)Nc1cc(C)on1)C1CCCCCC1 (stereo unspecified),-0.2,-3.4,-1.7,0.6,0.0,-2.3,0.7,-6.4,-0.7,-14.5
CNC(=O)c1[nH]cnc1C(=O)N[C@@H](Cc1ccccc1)C(=O)OC(C)(C)C,-2.2,-2.7,0.8,0.0,-5.2,7.0,-4.2,-2.7,-1.3,5.2
CC(=O)Nc1ccc(/C(C)=N/NC(=O)c2ccccc2Cl)cc1,-12.6,-7.9,3.6,-2.6,-4.8,-6.8,-4.0,-16.9,-1.1,2.5
C/C(=N\NC(=O)c1cccc(Br)c1)c1cccnc1,26.9,-2.5,-8.8,-2.9,0.1,6.5,-6.2,2.6,-0.2,5.5

# A portion taken from the entries so far, for reference:
SMILES,SR-BI uptake up,Keap1 Nrf2 FP,DAGLB inh,CAL PDZ FP-1,cardiac RTF act,RTF Ca sens inh,CAL PDZ FP-2,PKA-R2B activ,LANA DNA inh,Rtt109 HAT inh
CCN(CC)CCNC(=O)c1cn(CC)c2ccc(S(=O)(=O)N3CCc4ccccc4C3)cc2c1=O,7.4,-5.7,-5.6,-4.6,-6.6,-5.8,-1.1,-5.5,-0.1,8.8
O=C(CS(=O)CC(=O)Nc1cccnc1)Nc1ccc(F)cc1 (stereo unspecified),3.4,-4.4,0.9,-1.5,0.0,-0.5,-4.8,-4.8,0.2,-1.1
COc1ccc(-c2noc(CCC(=O)NCc3cccnc3)n2)cc1OC,6.3,-4.5,-2.6,-1.0,7.7,-7.3,6.7,0.4,-0.1,-1.8

# Bioassay records as filed in PubChem.
